# VIM-2 inhibitor = VIM-2 metallo-beta-lactamase inhibitors, primary screen, biochemical, epi-absorbance readout, Pseudomonas aeruginosa enzyme; 0.89% of 290,000 active; inhibition, % at 5.6 µM; purified VIM-2, nitrocefin hydrolysis, epi-absorbance fluorescence;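 active = inhibition above the mean of all tested compounds plus 3 SD, cutoff set per screening run, cut at about 7.5% in these data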;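 note: red hydrolysis product quenches plate fluorescence so inhibitors raise well fluorescence; 0% = enzyme with DMSO and 100% = DMSO without enzyme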
# NALP1 inh = NALP1 inflammasome inhibitors in reconstituted yeast, colorimetric, S. cerevisiae, triplicate retest. AID 2071, 2009. 0.61% of 280,000 active. inhibition, % at 10 µM. S. cerevisiae NALP1/ASC/caspase-1 growth, X-gal OD620, 72 h; in the data active = inhibition mostly above about 24%, no sharp cut-off; inactive = mostly below about 32%; note: some compounds called inactive have numbers as strong as hits
# HCV NS3 hel inh = inhibitors of HCV NS3 helicase, primary screen, biochemical, Cy5 molecular beacon fluorescence; NS3 helicase DNA unwinding; inhibition, % at 10.9 µM; 0.56% of 290,000 active;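 active = inhibition above the mean of all tested compounds plus 3 SD, set per campaign, cut at about 35% in these data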;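 note: 0% = DMSO wells and 100% = thioflavine S control wells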
#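 Assay system: hepatitis C virus NS3 helicase domain fragment enzyme. Also added: annealed dual-labelled DNA beacon duplex, ATP-started. Timing: 1 h reaction at 25 °C, ATP-initiated. Technique: Cy5 fluorescence at 0 and 60 min, beacon hairpin quenching. Evaluation: % inhibition of unwinding. Replication: one well per compound.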
# MEKK2 WT-MEK5 = modulators of MEK5 binding to wildtype MEKK2, primary screen, biochemical, multiplex bead flow cytometry, Alexa488-MEK5; Mitogen-activated protein kinase kinase kinase 2 (Homo sapiens), Q9Y2U5; Alexa488-MEK5 binding to MEKK2 WT; actives lie on both sides; binding response (% of control), % at 10 µM; 1.1% of 290,000 active; AID 1531, 2009; in the data active = binding response below about 67% or above about 130%
# UBC9 SUMO inh = inhibitors of in vitro SUMOylation cascade, primary screen, biochemical, HTRF, uHTS; 0.36% of 290,000 active; inhibition, % at 35 µM; SUMO-conjugating enzyme UBC9 (Homo sapiens), P63279; AID 2006, 2009; HTRF SUMOylation assay, SAE1/SAE2 + UBC9; in the data active = inhibition above about 50%, passing the limit was not always enough; note: strong numbers were not always called active
# Target sequence (P63279 whole entry, looked up): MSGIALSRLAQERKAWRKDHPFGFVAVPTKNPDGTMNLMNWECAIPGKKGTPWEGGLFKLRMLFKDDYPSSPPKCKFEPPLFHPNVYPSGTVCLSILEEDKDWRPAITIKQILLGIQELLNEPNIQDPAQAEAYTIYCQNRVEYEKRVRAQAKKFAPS
# IMP-1 inhibitor = IMP-1 metallo-beta-lactamase inhibitors, primary screen, biochemical, epi-absorbance readout, Pseudomonas aeruginosa enzyme. metallo-beta-lactamase IMP-1 (Pseudomonas aeruginosa). purified IMP-1, nitrocefin hydrolysis, epi-absorbance fluorescence. inhibition, % at 5.6 µM. 0.45% of 290,000 active. AID 1556, 2009;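 active = inhibition above the mean plus 3 SD of all compounds in the same screening run, cut at about 4.5% in these data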;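 note: 0% = IMP-1 with DMSO and 100% = DMSO wells lacking enzyme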
#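 System: purified IMP-1; amount: IMP-1 0.2 nM before substrate addition; compound: single dose, 5.6 µM; times: 25 °C, 15 min preincubation, 25 min reaction; signal: Epi-absorbance via hydrolysed-nitrocefin quenching of white-plate fluorescence, 480/530 nm, EDTA stop; benchmarks: DMSO with and without IMP-1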
# PfM18AAP inh = PfM18AAP inhibitors, malaria aminopeptidase, primary screen, biochemical, QFRET, recombinant enzyme; H-Glu-NHMec fluorogenic cleavage; inhibition, % at 7.35 µM; 1.2% of 290,000 active;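 active = inhibition above the campaign mean inhibition over all tested compounds plus 3 SD, cut at about 28% in these data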;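 note: 0% = plate median of test compound wells and 100% = 2 mM ZnCl2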
# MEKK2 mut-MEK5 = MEK5 binding signal on mutant MEKK2 PB1, primary screen, biochemical, multiplex bead flow cytometry, Alexa488-MEK5. Alexa488-MEK5 binding to MEKK2 mutant. percent response, % at 10 µM. 0.35% of 290,000 active. AID 1530, 2009; in the data active = percent response above about 24%, passing the limit was not always enough; note: inactives centre near 1; some results filed as inactive read as strong as hits
# DNA FID counter = compounds displacing fluorescent DNA intercalator, primary screen, artefact control for HCV NS3 helicase inhibitor project, biochemical, FID fluorescence. inhibition, % at 7.9 µM. 0.17% of 290,000 active. AID 1845, 2009. DNA fluorescent intercalator displacement; in the data active = inhibition above about 37%;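 note: 0% = vehicle and 100% = reference compound; higher means more ethidium bromide displaced from hairpin DNA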
# * marks the source's active call; other numbers are inactive results; / = not tested or not shown.
SMILES,VIM-2 inhibitor,NALP1 inh,HCV NS3 hel inh,MEKK2 WT-MEK5,UBC9 SUMO inh,IMP-1 inhibitor,PfM18AAP inh,MEKK2 mut-MEK5,DNA FID counter
CCNC(=O)CC1SC(=Nc2cccc(Cl)c2C)N(C)C1=O (stereo not drawn),-2.5,3,2,100,-1,-3.2,-1,4,-13
Cc1ccccc1/C=C/c1nc2ccccc2c(=O)n1CCc1ccccc1,-3.2,5,0,85,-12,-1.3,0,6,-3
CCC(CC)c1nnc(NC(=O)CCc2ccc(OC)cc2)s1,-1.6,24,2,104,18,-3.6,4,9,-35
O=C(c1ccc2c(c1)OCO2)[C@@H]1[C@@H]2C(=O)N(C3CCCCC3)C(=O)[C@@H]2C2c3ccccc3C=CN21 (stereo partly drawn),-3.7,-27,6,100,4,-2.6,12,6,-5
CCOC(=O)C1=NOC(Cn2cc(C#N)c(=O)n(C)c2=O)C1 (stereo not drawn),-0.5,-10,7,107,-2,-1.5,-16,1,1
Cc1cccc(C)c1NC(=O)CSc1nnc(Cc2ccccc2)o1,0.0,-1,7,100,3,-2.2,-3,2,-6
CCOC(=O)C1(CC2CC2)CCN(C(=O)c2cc(C3CC3)nc3ccccc23)CC1,-1.7,6,-6,79,-9,-0.6,0,-20,-33
N#Cc1nc(COc2ccc(Cl)cc2)oc1N1CCN(Cc2ccccc2)CC1,-3.4,4,-7,104,9,-4.7,-5,1,-16
COc1cc2c(cc1OC)C(c1ccccc1O)NCC2 (stereo not drawn),-2.2,/,3,107,10,-2.4,3,4,-1
COc1ccccc1-c1n[nH]c2c1[C@H](C)CC[C@H]2C(C)C,-0.4,33,-9,103,24,-1.4,-4,4,-30
CN1CCN(S(=O)(=O)c2cccc([N+](=O)[O-])c2)CC1,-5.3,/,10,93,/,-1.6,-9,0,2
CCOc1ccccc1C(=O)Nc1ccc(-n2nncc2C(C)(C)C)cc1,3.9,-1,3,103,-1,0.3,-16,-1,-10
Cc1ccc(NC(=S)N(CCN2CCOCC2)Cc2cc3cc4c(cc3[nH]c2=O)OCCO4)cc1,-2.0,/,-6,110,23,-2.8,2,9,-13
COC(=O)CSc1nc(C)c(C(=O)Nc2ccccc2C)c(-c2ccc(Cl)cc2)c1C#N,-1.6,13,-3,99,-37,-4.0,-4,1,-3
CC(C)c1ccccc1NC(=O)COC(=O)CCN1C(=O)/C(=C\C=C\c2ccccc2)SC1=S,-6.4,13,7,83,29,-1.1,1,-3,-3
CC(C)n1c(=O)c2c(O)cc(=O)oc2c2ccccc21,-2.6,5,11,93,20,-0.8,-3,-3,-5
CC(C)(C)S(=O)(=O)c1ccc2nc3c(n2c1)CCCC3,0.0,8,20,106,15,-1.1,1,0,-4
Cc1nc(-c2ccc(S(=O)(=O)N3CCN(Cc4ccccc4)CC3)s2)cs1,-2.6,/,-2,105,2,-3.0,9,7,-10
Cc1cc(C(C)(C)C)cc(S(=O)(=O)Nc2ccc(C(=O)O)cc2)c1C,-1.9,7,35,100,11,-4.2,-9,2,-37
CCOC(=O)c1c(C)[nH]c(C(=O)OCCOc2ccc(Cl)cc2)c1C,-0.3,38,2,105,3,0.5,-12,-1,-4
O=C1NN(c2ccc(Cl)c(Cl)c2)C(=O)/C1=C/c1cccc(OC(=O)c2cccs2)c1,-4.4,16,4,96,44,0.8,-18,-3,12
COc1ccc(OC)c(Nc2nc(-c3sc(NC(=O)CC(C)C)nc3C)cs2)c1,-1.1,-22,12,112,18,-2.9,4,2,3
Cc1ccc(NC(=O)CCCc2c[nH]c3ccccc23)nc1,-0.6,1,8,109,0,-2.2,4,8,-7
CC(C)(CNS(=O)(=O)c1ccc(F)cc1)CNS(=O)(=O)c1ccc(F)cc1,-2.4,10,9,108,4,-2.9,1,5,-12
CCN(CC)S(=O)(=O)c1ccc(C)c(NC(=O)Cn2cnc3cc([N+](=O)[O-])ccc3c2=O)c1,1.0,-22,-23,70,-8,1.7,-12,-15,8
# The listing continues.
SMILES,VIM-2 inhibitor,NALP1 inh,HCV NS3 hel inh,MEKK2 WT-MEK5,UBC9 SUMO inh,IMP-1 inhibitor,PfM18AAP inh,MEKK2 mut-MEK5,DNA FID counter
COc1cccc(C(=O)Nn2cnnc2)c1OC,-2.2,3,3,97,0,-5.1,43*,3,-2
O=C(/C=C/c1ccc([N+](=O)[O-])cc1)NCC1CCCO1 (stereo not drawn),-3.3,5,7,98,-8,-3.8,7,1,1
Cn1c(=O)n(Cc2ccccc2F)c2ccccc21,-1.4,/,-7,107,5,-3.0,-7,5,-9
CCOCCOc1cccc(C(=O)NC(C)c2ccc3ccccc3c2)c1 (stereo not drawn),-2.6,7,-14,112,3,-2.6,-3,6,-33
Clc1ccc(OCCCNCc2ccccc2)c2ccccc12,1.2,50*,-65,253*,2,0.4,-8,28*,32
O=C(COc1ccc2c3c(c(=O)oc2c1)CCC3)N[C@@H](CSCc1ccccc1)C(=O)O,0.7,8,12,97,4,-6.4,-7,1,-19
Cn1cnc([N+](=O)[O-])c1Sc1ccc(Br)cc1,-2.8,34,-5,97,-13,-1.1,-3,-3,6
COc1ccc(C)cc1S(=O)(=O)N(CC(=O)NCc1ccc(Cl)cc1)Cc1ccccc1,-3.6,-1,-15,112,-19,-1.9,-8,15,-33
O=C(CNC(=O)c1ccc(Cl)cc1)OCc1nc2ccccc2s1,-1.0,18,-5,97,2,-0.8,-7,2,-6
CCOc1ccc(-c2c(C)n([O-])c3c([n+]2=O)CCCC3)cc1,-0.4,25,-4,107,21,-1.7,-1,14,-4
CCN(CC)c1ccc(/C=N/N=C(N)N)c(O)c1,-1.7,-27,-5,/,0,-3.6,29*,113*,5
CCOC(=O)c1cnc2ccc(Cl)cc2c1Nc1ccc(S(=O)(=O)Nc2ncccn2)cc1,-0.7,27,8,97,0,-2.8,-5,-3,-3
CC1(C(=O)O)CCC(C(N)=O)C1(C)C (stereo not drawn),-1.3,-4,-4,99,18,-0.9,3,-6,0
O=C(Nc1ccccc1)C1CCN(C(=O)c2ccc(Br)cc2)CC1,-1.6,7,-9,92,2,-4.1,-3,-4,-24
CC(C)(C)c1ccccc1NC(=O)c1c(O)c2cccc3c2n(c1=O)CC3,-1.9,15,2,97,14,-2.3,4,-2,-4
CCN(CC)S(=O)(=O)c1cccc(C(=O)Nc2nc3cc4c(cc3s2)OCCO4)c1,-1.1,6,-67,106,3,-3.4,5,4,-2
N#CCCN(Cc1ccccc1)C(=S)Nc1ccc(F)cc1,-2.2,12,8,85,1,-3.8,-7,-21,-1
COc1cc(/C=C/C(=O)OCC(=O)Nc2cc(C(F)(F)F)ccc2N2CCOCC2)ccc1O,-1.6,/,3,104,-17,-2.9,2,0,-15
S=c1[nH]nc(CCc2nc3ccccc3[nH]2)n1-c1cccc(Cl)c1,7.7*,-16,-13,99,15,-2.5,11,-7,-2
O=c1c2cc(NC(=S)NCCCN3CCC(Cc4ccccc4)CC3)ccc2nc2n1CCCCC2,1.3,7,-46,149*,0,-1.6,-10,14,20
Cc1cc(C)c(S(=O)(=O)N(C)CC(=O)NCCN2CCOCC2)c(C)c1,1.0,-15,9,93,-17,1.9,1,-4,0
COc1ccc2c(c1)CCC1C2=NN(/C(C)=C/C(C)=O)C1c1cccc(F)c1 (stereo not drawn),0.2,8,7,89,3,-1.1,0,-13,10
CC1(C)C(=O)NCCN1C(=O)CCCC(=O)O,0.3,4,16,104,3,-3.0,5,5,1
Cc1ccc(-c2csc(NC(=O)c3cccs3)n2)cc1,-1.1,18,-5,95,8,-1.2,4,2,-6
COC(=O)c1c(NS(=O)(=O)c2ccc3ccccc3c2)sc2c1CCCC2,-3.6,4,7,106,5,-3.4,6,2,-20
# Remaining list, next part.
SMILES,VIM-2 inhibitor,NALP1 inh,HCV NS3 hel inh,MEKK2 WT-MEK5,UBC9 SUMO inh,IMP-1 inhibitor,PfM18AAP inh,MEKK2 mut-MEK5,DNA FID counter
CSc1c(CC(=O)Nc2ccccc2Cl)n(Cc2ccccc2)c2ccccc12,-1.7,17,1,96,-27,-3.0,1,-4,4
CCOc1ccccc1Nc1nc(N)nc(CN(C)C2CCCCC2)n1,-2.6,13,-6,104,26,-0.4,-5,6,7
Cc1ccc2c(c1)N(CCC(=O)NC1CCCCC1C)C(=O)CO2 (stereo not drawn),-1.0,10,-2,98,1,-0.2,-6,-7,-25
COc1ccc(/C=N/NC(=O)C2(C)NC(C)(C)Cc3ccccc32)cc1 (stereo not drawn),-2.6,8,26,101,-3,-4.9,-4,-3,-8
CCOC(=O)/C(C#N)=C1\Nc2ccccc2N=C1N(CC(C)C)CC(C)C,-0.4,15,0,93,18,-2.6,-9,1,-19
CC(C)NC(=S)N1CCN(C/C=C/c2ccccc2)CC1,-3.1,17,4,98,15,-3.3,-1,0,-7
CCc1nc(NCCCn2ccnc2)c2oc3ccccc3c2n1,67*,0,1,103,22,-1.1,-7,1,8
O=C(COC(=O)COc1ccccc1)NC1CCCc2ccccc21 (stereo not drawn),-2.8,12,12,112,1,-3.9,-4,15,-14
O=c1cc(CN2CCN(S(=O)(=O)c3ccccc3[N+](=O)[O-])CC2)nc2sccn12,-2.2,-11,-13,97,14,-1.9,-1,-1,-1
CCN(Cc1ccncc1)C(=O)Cc1cccs1,-3.7,8,4,101,4,-4.7,-3,13,-5
O=C(Nc1nncs1)C1CC(=O)N(C2CCCC2)C1 (stereo not drawn),-1.1,5,7,99,17,-1.6,-3,3,-5
Cc1ccc(C(=O)N2CCC(C(=O)NCc3cccnc3)CC2)cc1,-1.4,10,1,94,8,-2.5,2,3,-4
O=C(NNc1ncnc2c1cnn2-c1ccc(F)cc1)c1ccco1,-2.0,-6,3,100,9,-3.8,12,4,-10
COc1ccccc1NS(=O)(=O)c1cccc(C(=O)N2CCN(C/C=C/c3ccccc3)CC2)c1,-0.7,9,-38,112,-10,-3.4,6,5,-6

# Record cards, as listed above. Order of values: VIM-2 inhibitor, NALP1 inh, HCV NS3 hel inh, MEKK2 WT-MEK5, UBC9 SUMO inh, IMP-1 inhibitor, PfM18AAP inh, MEKK2 mut-MEK5, DNA FID counter
# Profile of CN1CCN(S(=O)(=O)c2cccc([N+](=O)[O-])c2)CC1 → -5.3, /, 10, 93, /, -1.6, -9, 0, 2
# Profile of O=C(/C=C/c1ccc([N+](=O)[O-])cc1)NCC1CCCO1 (stereo not drawn) → -3.3, 5, 7, 98, -8, -3.8, 7, 1, 1
# Profile of CCOc1ccccc1Nc1nc(N)nc(CN(C)C2CCCCC2)n1 → -2.6, 13, -6, 104, 26, -0.4, -5, 6, 7
# Profile of CC(C)(CNS(=O)(=O)c1ccc(F)cc1)CNS(=O)(=O)c1ccc(F)cc1 → -2.4, 10, 9, 108, 4, -2.9, 1, 5, -12

# Compound activity from PubChem BioAssay.
